# Screening results from PubChem BioAssay.
# FBPA Giardia inh: Giardia lamblia aldolase inhibition | purified Giardia FBPA | Potency, µM (titrated, usually from 59.6 µM), inactives show top-dose activity, negative = inhibition, hits mostly inhibitors | 0.71% of 290,000 active | AID 2451; further: potency means the concentration at half of the fitted maximal effect; nearly all actives have a fitted effect of over 55% in size
# Target sequence (A8B2U2 whole entry, looked up): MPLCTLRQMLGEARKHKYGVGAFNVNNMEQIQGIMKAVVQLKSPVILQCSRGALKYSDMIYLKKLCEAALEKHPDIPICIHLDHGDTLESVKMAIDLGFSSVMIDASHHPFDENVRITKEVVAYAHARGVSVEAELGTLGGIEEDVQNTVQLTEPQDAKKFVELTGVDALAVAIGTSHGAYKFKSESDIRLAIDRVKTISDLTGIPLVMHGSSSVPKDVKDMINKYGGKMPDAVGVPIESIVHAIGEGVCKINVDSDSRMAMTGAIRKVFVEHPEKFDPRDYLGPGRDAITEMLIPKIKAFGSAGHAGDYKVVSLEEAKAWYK
#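 Giardia FBPA (40 nM reagent) was preincubated 10 min at RT with compound (up to 57.5 uM final), then substrate plus GAPDH/TPI/NAD/arsenate coupling system with diaphorase/resazurin was added; resorufin fluorescence (525/598 nm) was read after 20 min.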
# HCMV inh: blocks human cytomegalovirus replication. HFF cells, HCMV-luciferase reporter, 72 h; active compounds read low. activity change, negative = inhibition, % at 57.5 µM. 4.5% of 410,000 active; in the data active means activity change below about -60%; inconclusive means no clear call, values can overlap the other calls; inactive means above about -39%
#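 Steps: HFFs plated, 16 h 37C; compounds added; HCMV-luciferase added to MOI 1 PFU/cell; 72 h 37C; OneGlo reagent, 5 min room temperature; luminescence read, normalized to controls.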
# AmpC inh no detg: AmpC beta-lactamase inhibition without detergent | AID 485341 | P00811 | 0.52% of 330,000 active | Potency, µM (series often up to 57.1 µM), for the others: at the highest dose activity change, negative = inhibition, usual class: inhibitors | AmpC nitrocefin hydrolysis, absorbance 480 nm, 0.0001% Triton;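 further: potency means the concentration at half of the fitted maximal effect; plate controls were no compound for no effect and no enzyme for full effect; nearly all actives have a fitted effect of over 20% in size; some results filed as inactive show a strong effect at the top dose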
# Target sequence (P00811 whole entry, looked up): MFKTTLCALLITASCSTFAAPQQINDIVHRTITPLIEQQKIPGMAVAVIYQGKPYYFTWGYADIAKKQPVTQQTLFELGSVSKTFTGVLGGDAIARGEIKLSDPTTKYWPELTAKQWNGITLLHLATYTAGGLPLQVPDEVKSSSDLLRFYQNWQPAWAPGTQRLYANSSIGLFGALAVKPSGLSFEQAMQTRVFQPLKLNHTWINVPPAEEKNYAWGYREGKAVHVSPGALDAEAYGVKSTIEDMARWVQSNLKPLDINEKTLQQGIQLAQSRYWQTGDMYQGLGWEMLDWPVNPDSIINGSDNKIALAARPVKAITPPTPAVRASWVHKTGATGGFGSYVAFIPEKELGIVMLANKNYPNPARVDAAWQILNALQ
#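 20 mM phosphate pH 7.0 + 0.01% (detergent screen) or 0.0001% Triton X-100; 5.3 nM AmpC reagent; cpd preinc 15 min RT; nitrocefin (800 uM stock) to start; A480 q20 s × 4 min; Activity was normalised to no-enzyme and no-compound control wells.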
# AmpC detergent: blocks E. coli AmpC beta-lactamase in detergent assay; P00811; AmpC hydrolysis of nitrocefin, absorbance 480 nm, 0.01% Triton; Potency, µM (top dose mostly 114 µM), without a hit: at the highest dose activity change, negative = inhibition, actives largely listed as inhibitors; 0.041% of 370,000 active;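 further: potency means the concentration at half of the fitted maximal effect; 0% = no-compound wells and -100% = no-enzyme wells; nearly all actives have a fitted effect of over 25% in size; some results filed as inactive show a strong effect at the top dose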
#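 20 mM phosphate pH 7.0 + 0.01% (detergent screen) or 0.0001% Triton X-100; 5.3 nM AmpC reagent; cpd preinc 15 min RT; nitrocefin (800 uM stock) to start; A480 q20 s × 4 min; Activity was normalised to no-enzyme and no-compound control wells.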
# Sm TGR inh: inhibitors of Schistosoma mansoni thioredoxin glutathione reductase; Potency, µM (top dose mostly 114 µM), for the others: at the top dose activity change, negative = inhibition, most hits filed as inhibitors; 3% of 360,000 active; AID 485364; purified TGR, DTNB reduction, TNB absorbance 405 nm; further: potency means the concentration at half of the fitted maximal effect; nearly all actives have a fitted effect of over 60% in size
#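 Kinetic colorimetric format: TGR-catalysed, NADPH-driven DTNB reduction monitored via TNB absorbance. Enzyme dispensed at 20 nM; compound exposure 15 min at room temperature before reaction start.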
# AMA1-RON2 inh: inhibitors of Plasmodium falciparum AMA1-RON2 interaction. 0.2% of 360,000 active. AlphaScreen AMA1-biotinylated RON2 peptide binding. Potency, µM (titrated, usually from 58.2 µM), for inactives: top-dose activity change, negative = inhibition, usual class: inhibitors;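 further: potency means the concentration at half of the fitted maximal effect; 0% = vehicle wells and -100% = peptide control; nearly all actives have a fitted effect of over 45% in size; some results filed as inactive show a strong effect at the top dose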
#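 AMA1 (3D7) with his tag at 25 nM final met compounds first, then biotinylated RON2 peptide at 25 nM; detection used donor plus acceptor beads, 10 µg/mL apiece, read by AlphaScreen after 30 min at room temperature.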
# An asterisk follows results filed as active; ? = inconclusive; . = no result given; [ ] = another dose, or the depositor's remark. Unless noted, the call rests on the fitted dose curve; in most records, active means well fitted curve in the direction sought with a large enough effect; inconclusive means small, poorly fitted or top-dose-only effect, or another doubt; inactive means no such curve, though single readings can be large; an effect the other way counts as inactive or inconclusive. Unless noted, on the % scale 0 is the no-effect control and ±100 the full control effect.
mol | HCMV inh | AmpC inh no detg | FBPA Giardia inh | Sm TGR inh | AMA1-RON2 inh | AmpC detergent
COc1ccc(N2C(=O)C3C(C2=O)C(C(=O)c2ccccc2)N2CCCC32)cc1 (centres undefined) | -27 | -18% | -25% | 22µM* | -3% | -3%
CCOC(=O)N1CCN(C(=O)c2ccc(CN(c3ccccc3)S(C)(=O)=O)cc2)CC1 | -39 | 26% | 1% | -17% | 3% | ?
CCN1C[C@@H]2[C@@H]3C(=O)N(C)C(=O)[C@@H]3[C@](CC)(C(=O)OC)N2C1=NC | -1 | -18% | . | . | 7% | .
Cc1nc(C)n(CC(O)COc2ccc(C(=O)c3ccccc3)cc2)n1 (centres undefined) | -19 | 16% | 3% | 0% | 0% | -11%
Cc1c(O)nc2sc3ccccc3n2c1=O | 42 | -6% | -3% | 0% | . | -6%
COc1ccccc1NC(=O)C1=C(C)Nc2nc(SCc3cccc(F)c3)nn2C1c1ccc(C(=O)O)cc1 (centres undefined) | -2 | -15% | . | -7% | . | -2%
O=C(O)C1CCCN1S(=O)(=O)c1ccc(F)cc1 (centres undefined) | . | -9% | -2% | -15% | 8% | -13%
COc1ccc(NCc2cc(=O)[nH]c3ccccc23)cc1 | -26 | -5% | 7% | -15% | -4% | -4%
COc1ccc(-c2noc(COc3ccccc3OC)n2)cc1OC | -18 | 99%[activator] | -3% | 7% | 0% | ?
O=C(NC(N1CCOCC1)C(Cl)(Cl)Cl)c1ccco1 (centres undefined) | 18 | -17% | -3% | 5% | -12% | 2%
c1ccc(-c2ccc(CNC3CC3)cc2)cc1 | -80* | -3% | -22% | 8% | -5% | -18%
CCOC(=O)C1(CCSC)NC(c2ccco2)C2C(=O)N(CC)C(=O)C21 (centres undefined) | 24 | -5% | 2% | ? | -11% | -3%
Cc1cccc(-c2ncc(CN3CCC(CO)(CCCc4ccccc4)CC3)cn2)c1 | -36 | 189%[activator] | -4% | 1% | -9% | 7%
CCOc1ccc(CCNC(=O)CCCn2nc(C)c3sc4ccccc4c3c2=O)cc1OCC | 0 | . | . | -10% | . | 0%
Cc1cc(C)cc(OCC(=O)NCCN2CCOCC2)c1 | 23 | -5% | 6% | -2% | 6% | 8%
CC(C)C(NC(=O)C12CC3CC(CC(C3)C1)C2)C(=O)O (centres undefined) | -7 | -19% | 22% | -10% | -16% | -8%
CCC(CO)NCc1ccc(-c2ccccc2)cc1 (centres undefined) | -14 | -4% | 0% | 0% | -13% | 6%
CCOc1cccc(-c2nnc3sc(COc4ccccc4)nn23)c1 | 26 | -20% | 6% | 0% | 33%[activator] | -7%
O=C(CN1CCc2ccccc2C1)Nc1ccc(F)cc1F | 91 | -6% | 0% | 7% | 2% | -14%
CC(C#N)(NC(=O)COC(=O)c1ccccc1NCCO)C1CC1 (centres undefined) | -24 | 3% | . | 0% | -1% | 8%
CCOC(=O)NC(c1ccc(C(C)C)cc1)C(Cl)(Cl)Cl (centres undefined) | -12 | -29% | -6% | -16% | -13% | -3%
O=C(NNC(=O)C1CC1)c1ccccc1[N+](=O)[O-] | -11 | -5% | . | 1% | -3% | -14%
COc1ccc(/C(O)=C2\C(=O)C(=O)N(CCN3CCOCC3)C2c2ccccc2OC)cc1 (centres undefined) | -32 | -2% | 10% | -10% | -9% | 3%
Cc1ccc(-c2cc(Cc3ccccc3)c(=O)[nH]n2)cc1 | 117 | -33% | 10% | 7% | -18% | 2%
COc1ccc(/C(C)=N/N=C2/NC(=O)CC(C(=O)O)S2)cc1F (centres undefined) | ? | -19% | -5% | -4% | 57%[activator] | -1%
O=S1(=O)N=C(Nc2nncs2)c2ccccc21 | 6 | -21% | ? | -6% | 14% | -2%
Cc1cc(C)nc(Sc2ccc([N+](=O)[O-])cc2[N+](=O)[O-])n1 | ? | -12% | 1% | -20% | -7% | -12%
COc1ccc(CNC(=O)c2cccs2)cc1 | -5 | -24% | 6% | -27% | -4% | 2%
COCCNc1nc(-c2ccccc2)nc2ccccc12 | -30 | -30% | -1% | 5% | 4% | -1%
CN(C(=O)CSc1ncnc2ccccc12)C1CCCCC1 | -23 | -3% | . | 4% | -6% | -8%

# Next part, overlapping the part above by two compounds.
mol | HCMV inh | AmpC inh no detg | FBPA Giardia inh | Sm TGR inh | AMA1-RON2 inh | AmpC detergent
COCCNc1nc(-c2ccccc2)nc2ccccc12 | -30 | -30% | -1% | 5% | 4% | -1%
CN(C(=O)CSc1ncnc2ccccc12)C1CCCCC1 | -23 | -3% | . | 4% | -6% | -8%
O=C(Oc1coc(CSc2ncccn2)cc1=O)c1cccc([N+](=O)[O-])c1 | 15 | -16% | -7% | ? | -1% | 5%
O=C(O)c1cccc(-c2ccc(/C=N/NC(=O)C3COc4ccccc4O3)o2)c1 (centres undefined) | -36 | -31% | 7% | -9% | 1% | 1%
CC1=NN(c2ccccc2)C(=O)/C1=C/N(C)C | -29 | -17% | -28% | -11% | 3% | -1%
O=C(CCl)NC1CCCc2ccccc21 (centres undefined) | -109* | -9% | -1% | 25µM* | -8% | 7%
Cc1ccc(-c2nc3ccsc3c(=O)[nH]2)cc1 | 110 | -26% | 2% | 7% | 14% | -2%
COC(=O)c1c(NC(=O)c2ccco2)sc(C(=O)N(C)C)c1C | 76 | -14% | 4% | -35% | 33%[activator] | -5%
O=C(Nc1cccc(-c2csc(Nc3ccc(Cl)cc3)n2)c1)c1ccccc1 | -22 | -56% | 3% | 8% | -14% | -6%
CCOC(=O)C1CCN(C2CC(=O)N(c3cccc(Cl)c3)C2=O)CC1 (centres undefined) | 6 | -6% | 2% | -48% | 0% | -9%
O=S(=O)(c1cccs1)N1CCCc2cccc(O)c21 | 18 | -37% | ? | -18% | 8% | 7%
Cc1nnc(SCc2ccccc2)[nH]c1=O | -19 | -9% | 3% | 0% | -18% | 9%
COCCn1c(SCc2cccnc2)nnc1-c1ccco1 | -19 | -16% | 0% | 28µM* | ? | -8%
COc1ccc(CNC(=O)C(=O)NC2CCC(C)CC2)cc1 (centres undefined) | -38 | -2%[2.29 µM] | 2% | -1% | -7% | -4%
Cn1nc(CC(=O)NCc2cccc3ccccc23)c2ccccc2c1=O | -30 | -10% | -5% | 7% | 9% | -10%
CCOc1ccc(C(=O)NCCc2cnc[nH]2)cc1 | 19 | -9% | -15% | -8% | -7% | -7%
COc1ccc(N=Nc2c(O)[nH]c(=S)[nH]c2=O)cc1 | 0 | -28% | -9% | 9% | 26% | -1%
C1CCc2nnc(-c3nnc4n3CCCCC4)n2CC1 | -23 | -18% | -3% | 0% | -4% | ?
CCOC(=O)C(Cc1ccc(OC)c([N+](=O)[O-])c1)NC(=O)CCC(=O)Nc1ccc(OC)cc1 (centres undefined) | -105* | 51% | -5% | . | 1% | ?
O=C(Cn1cc(C(=O)c2cccs2)c2ccccc21)NCC1CCCO1 (centres undefined) | -2 | -16% | 4% | -4% | 20% | -11%
CCC(=O)N1CCc2cc(CNC(=O)c3ccccc3C)ccc21 | 65 | . | . | 2% | . | 7%
CC(C)c1ccc(NC(=O)C2CC(=O)N(C3CCCC3)C2)cc1 (centres undefined) | -19 | 48% | 1% | -10% | -6% | -1%
CSc1ccc(S(=O)(=O)NCC(=O)OCCOc2ccccc2)cc1[N+](=O)[O-] | -10 | -22% | . | -3% | 4% | -10%
CN(C1CCCCC1)S(=O)(=O)c1ccc2c(c1)c(=O)c(C(=O)NCCc1ccc(Cl)cc1)cn2C | 32 | . | . | -3% | . | -1%
Cc1ccc(N2CC(C(=O)O)CC2=O)cc1 (centres undefined) | ? | -8% | 1% | -5% | 6% | 7%
O=[N+]([O-])c1cnc2ccccc2c1 | -1 | -12% | -5% | -35% | -13% | ?
CCOc1ccc(/C=C(\C#N)c2nc3ccccc3c(=O)[nH]2)cc1OC | 18 | . | . | 2% | . | -3%
O=C(NC(=S)N1CCCC1)c1ccc(Cl)cc1Cl | ? | -9% | . | -9% | 101%[activator] | 5%
Cc1ccccc1Cn1nnc(C(=O)Nc2cccc(C)c2C)c1N | 75 | -23% | -1% | 0% | -2% | 2%
Cc1cc(C)n(CCc2nc3c4ccccc4nc(N4CCN(c5cccc(C)c5C)CC4)n3n2)n1 | -1 | . | . | 6% | . | 28%
O=C(Oc1ccc(OC(=O)N2CCOCC2)cc1)c1ccccc1 | 12 | -14% | -2% | 0% | 2% | -3%
CCN(CC(=O)NCc1ccc(F)cc1)CC(=O)Nc1ccc(Br)cc1F | -10 | 85%[activator] | . | . | 35%[activator] | .

# Quoted at random: 4 entries already listed.
mol | HCMV inh | AmpC inh no detg | FBPA Giardia inh | Sm TGR inh | AMA1-RON2 inh | AmpC detergent
CCN(CC(=O)NCc1ccc(F)cc1)CC(=O)Nc1ccc(Br)cc1F | -10 | 85%[activator] | . | . | 35%[activator] | .
COCCn1c(SCc2cccnc2)nnc1-c1ccco1 | -19 | -16% | 0% | 28µM* | ? | -8%
COc1ccc(N=Nc2c(O)[nH]c(=S)[nH]c2=O)cc1 | 0 | -28% | -9% | 9% | 26% | -1%
COc1ccc(CNC(=O)C(=O)NC2CCC(C)CC2)cc1 (centres undefined) | -38 | -2%[2.29 µM] | 2% | -1% | -7% | -4%

# More results follow:
mol | HCMV inh | AmpC inh no detg | FBPA Giardia inh | Sm TGR inh | AMA1-RON2 inh | AmpC detergent
Cc1cc(S(=O)(=O)Nc2ccc(C(=O)NCC(C)(C)N3CCOCC3)cc2)ccc1F | -34 | -15% | . | -3% | -4% | 0%
COC(=O)[C@@]1(Cc2ccc(OC)cc2)[C@H]2c3cc(C(=O)N4CCCC4)n(Cc4ccc(Cl)c(C(F)(F)F)c4)c3C[C@H]2CN1C(=O)c1ccccc1 | -5 | . | -2% | . | -12% | .
CC(C)CN1CCN(Cc2cccc3cccnc23)CC1CCO (centres undefined) | -37 | -13% | 2% | 9% | -10% | 4%
CC(C)C(=O)N1CCN(c2ccccc2NC(=O)COc2ccccc2)CC1 | ? | 43% | 1% | -12% | 1% | -6%
Cc1ccc(S(=O)(=O)NCCC(=O)NCc2ccc3c(c2)OCO3)cc1C | 6 | -32% | 1% | 5% | 15% | ?
CCOC(=O)C(C(=O)OCC)N(C#N)c1nc(N(C)C)nc(N(C)C)n1 | 3 | 17% | -1% | . | 4% | -10%
Cc1cc(N2CCC(C(N)=O)CC2)nc(-c2ccccc2)n1 | 33 | -3% | 2% | 0% | 5% | -11%
CCOC(=O)C1CCN(Cc2cc(Cl)c3ccccc3c2O)CC1 | . | -7% | ? | 4.5µM* | -14% | -13%
CCOc1ccc(CN(C)C(=O)Cc2c[nH]c3ccccc23)cc1 | -11 | -8% | 3% | 7% | 23% | 1%
Cc1ccc(-n2cnc3cc(C(=O)NCc4ccccc4Cl)ccc32)c(C)c1 | -20 | . | . | 7% | . | -6%
Cc1ccc2nc(NC(=O)c3cccs3)sc2c1 | 14 | -48% | -2% | 0% | 1% | ?
O=C(Nc1ncn[nH]1)c1cc([N+](=O)[O-])ccc1Cl | -22 | -5% | -7% | -1% | 30% | -12%
CCOC(=O)c1oc2ccc(S(=O)(=O)N3CCC(C)CC3)cc2c1C | 4 | -17% | 11% | 0% | -1% | ?
COc1ccc(C[C@@H]2CN3C(=NC[C@@H]3C)N2CCNC(=O)c2ccc(C)c(Br)c2)cc1 | -10 | 11% | 1% | -15% | 0% | 6%
